From PubChem BioAssay
PglD inh = blocks C. jejuni PglD acetyltransferase activity | purified PglD enzyme, DTNB colorimetric CoA detection | inhibition, % at 12.5 µM | 0.098% of 360,000 active | AID 602405; in the data active = inhibition above about 16%, passing the limit was not always enough; note: strong numbers were not always called active
Cneo AK release = Cryptococcus neoformans lysis via adenylate kinase release; C. neoformans lysis, adenylate kinase release luminescence, 4 h; normalised: neutral wells 0, clomiphene wells 100; lysis activity, % at 15 µM; 0.2% of 360,000 active; AID 651654;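 active = mean lysis activity across replicates of at least 80%, whatever share of replicates individually reach that level; inactive = mean lysis activity below 80%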
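Assay system: log-phase C. neoformans yeast / Quantity: yeast cell density of 5 × 10^6 cells/mL / Medium: fresh YPD growth medium / Compound: single dose / Timing: static 4 h at 37 °C with compound, 1 h detection / Measured by: adenylate kinase release luminescence / Read-out: lysis from increased AK signal / Benchmarks: Clomiphene as positive lysis control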
Statin myotox sup = suppression of simvastatin myotoxicity; C2C12 myotubes + simvastatin, ATP luminescence, 48 h; scaled: DMSO 0, geranylgeraniol control 100; rescue of ATP level, % at 7.49 µM; 0.78% of 330,000 active;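 active = mean ATP rescue above about 67%, or every replicate alone reaching that limit, limit read from the data, passing the limit was not always enough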;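 note: myotubes were challenged with 10 µM simvastatin during compound exposure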
ARNT-TACC3 inh = ARNT/TACC3 interaction disruption. AlphaScreen His-ARNT PAS-B/GST-TACC3 binding, luminescence; TACC3 fragment carries E629A point mutation. inhibition, % at 9.99 µM. 0.66% of 390,000 active. AID 623870;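 active = mean inhibition of replicates at least 50% and at least half of replicates each reaching 50%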;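 note: 0% = complete ARNT plus TACC3 wells and 100% = ARNT alone without TACC3; many hits fall short of the cut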
PAX8 inh HTS = inhibitors of PAX8 transcriptional activity in RMG-I cells; RMG-I TPO-luciferase reporter, SteadyGlo, 24 h; inhibition, % at 12.6 µM; 1.2% of 360,000 active;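 active = mean replicate inhibition at least 60% with every replicate also reaching 60%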;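 note: luciferase light reporting Pax8 driven TPO promoter activity; plate controls were median of neutral control wells for no effect and mitoxantrone controls for full effect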
INS-1E GSIS act = primary screen for activators of insulin secretion dependent on glucose, INS-1E cells, GLuc reporter luminescence. 0.61% of 370,000 active. INS-1E GLuc reporter insulin secretion, 2-3 h. activation, % at 16.6 µM;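 active = lowest replicate activation of at least 40%, so every replicate reaches that level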;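 note: 0% = median of neutral control wells and 100% = median of IBMX positive control wells; some compounds called inactive have numbers as strong as hits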
PGC1a acetyl inh = modulators of PGC1a acetylation; U2OS PGC1a acetylation, AlphaScreen anti-acetyl-lysine; with virally co-expressed GCN5 acetyltransferase; inhibition, % at 15.6 µM; 0.17% of 350,000 active;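 active = every replicate shows inhibition of at least 40%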;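 note: 0% = neutral control wells and 100% = positive control wells; some results beyond the cut were filed as inactive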
LGR2 inh = Drosophila LGR2 receptor signaling inhibition | HEK293 LGR2, CRE-luciferase, bursicon-stimulated, 4 h | inhibition, % at 9.99 µM | 0.35% of 380,000 active | AID 720647;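 active = drop in luminescence signal, shown as inhibition above about 50% in the replicate tests, limit read from the data, passing the limit was not always enough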;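 note: agonist challenge used bursicon conditioned medium at about half maximal strength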
* marks the source's active call; other numbers are inactive results; / = not tested or not shown; & = joins results of further samples.

The line under a structure holds: PglD inh | Cneo AK release | Statin myotox sup | ARNT-TACC3 inh | PAX8 inh HTS | INS-1E GSIS act | PGC1a acetyl inh | LGR2 inh
#1 CN1CCN(c2ccc(NC(=O)COc3ccccc3Cl)cc2)CC1
  2 | -1 | 1 | 5 | / | 7 | 2 | -18
#2 CN(C(=O)C1CCOC1)c1nnc(-c2ccncc2)s1 (stereo not drawn)
  5 | 1 | 5 | -5 | / | / | 10 | /
#3 C=CC1=C(C(=O)O)N2C(=O)[C@@H](NC(=O)/C(=N\OCC(=O)O)c3csc(N)n3)[C@H]2SC1
  -3 | -4 | 0 | -2 | -2 | / | -16 | 6
#4 O=C1c2ccccc2C(Nc2ccccc2)N1c1ccc(Cl)cn1 (stereo not drawn)
  0 | -2 | 21 | -1 | -73 | / | -1 | -3
#5 O=C1CC(N2CCN(Cc3ccccc3)CC2)C(=O)N1 (stereo not drawn)
  / | / | / | 30 | -12 | 8 | / | 1
#6 CC(Sc1nnc(-c2ccncc2)n1C)C(=O)Nc1nccs1 (stereo not drawn)
  -4 | 0 | 3 | -4 | -6 | 11 | / | 20
#7 COCC(=O)Nc1nc(-c2ccccc2)c(C)s1
  -4 | -2 | 3 | -4 | / | 2 | 3 | /
#8 CCn1c(/C=C/Nc2ccccc2)[n+](CC)c2ccc(C(=O)OCC(F)(F)F)cc21
  -9 | 4 | 7 | -2 | 6 | 18 | 7 | 10
#9 O=C(C[C@@H]1C[C@H]2c3cc(NC(=O)c4cccnc4)ccc3O[C@H]2[C@H](CO)O1)NCc1ccc(Oc2ccccc2)cc1
  -6 | 0 | -21 | / | 5 | 7 | -8 | 5
#10 COc1ccccc1CN1C(=O)c2ccccc2[C@](Cc2ccccc2I)(C(=O)NCCN2CCOCC2)[C@@H]1c1ccc(CO)cc1
  -18 | -2 | / | 12 | 9 | / | / | /
#11 Cc1cc(CNC(=O)C(C)n2cc([N+](=O)[O-])cn2)c2ccccc2n1 (stereo not drawn)
  5 | 0 | -2 | -8 | 11 | -4 | 4 | 2
#12 CCNC(=O)N1C(CC(=O)OCC)C(=O)NC2CCCCC21 (stereo not drawn)
  -8 | 0 | -12 | -9 | / | / | -1 | /
#13 O=C(NCc1ccco1)c1ccc(Br)c(S(=O)(=O)N2CCCCC2)c1
  -3 | 1 | -11 | 0 | / | 8 | -10 | -7
#14 CC(=O)Oc1cccc(N2C(=O)C3C(C2=O)C2C=CC3C23CC3)c1 (stereo not drawn)
  4 | 5 | 2 | -8 | / | / | 5 | /
#15 O=C(NC(c1ccccc1)c1cnccn1)C1CCN(CCCOc2ccccc2)CC1 (stereo not drawn)
  -7 | 3 | -8 | / | 6 | 8 | 11 | -3
#16 COc1cccc(/C=N/Nc2ncnc3c2ncn3Cc2ccccc2)c1O
  / | / | / | 34 | 52 | 12 | / | 10
#17 Nc1ccc(NC(=O)c2cccc(C(=O)Nc3ccc(N)cc3Cl)c2)c(Cl)c1
  5 | -2 | -21 | -25 | -1 | 11 | 0 | 2
#18 CCc1ccc(NC(=S)NC(=O)c2c(-c3ccccc3Cl)noc2C)cc1
  / | / | / | 0 | 29 | -3 | / | 9
#19 COc1ccc(NC(=O)N2C[C@@H]3[C@H](c4ccccc42)[C@H](CO)N3C(=O)C2CC2)cc1
  6 | -1 | -2 | -2 | -1 | 9 | 3 | -6
#20 CC(C)c1ccc(OCc2ccc(C(=O)N3CCN(c4ccccn4)CC3)cc2)cc1
  -1 | -2 | 20 | -3 | / | 13 | -15 | -67

Taken from the entries so far for reference:
The line under a structure holds: PglD inh | Cneo AK release | Statin myotox sup | ARNT-TACC3 inh | PAX8 inh HTS | INS-1E GSIS act | PGC1a acetyl inh | LGR2 inh
#19 COc1ccc(NC(=O)N2C[C@@H]3[C@H](c4ccccc42)[C@H](CO)N3C(=O)C2CC2)cc1
  6 | -1 | -2 | -2 | -1 | 9 | 3 | -6
#20 CC(C)c1ccc(OCc2ccc(C(=O)N3CCN(c4ccccn4)CC3)cc2)cc1
  -1 | -2 | 20 | -3 | / | 13 | -15 | -67

Other structures
The line under a structure holds: PglD inh | Cneo AK release | Statin myotox sup | ARNT-TACC3 inh | PAX8 inh HTS | INS-1E GSIS act | PGC1a acetyl inh | LGR2 inh
#21 O=C(c1ccc(Cl)cc1)N1CCN(C(=O)C2CCCCC2)CC1
  -5 | -1 | 10 | -5 | 13 | 0 | 6 | 9
#22 CCN(CC)CCCNC(=O)c1cc(-c2ccc(Cl)cc2)on1
  0 | 1 | -15 | / | / | / | 2 | /
#23 Cc1onc(-c2c(Cl)cccc2Cl)c1C(=O)N1CCN(c2ccc(F)cc2)CC1
  6 | 0 | 14 | -8 | -4 | -39 | -15 | 18
#24 FC(F)(F)c1cccc(CN2CCN(c3ncccn3)CC2)c1
  / | / | / | 5 | -31 | 0 | / | -4
#25 Cc1ccc(C(C)C)c(OCC(=O)Nn2c(=O)[nH]c3ccccc3c2=O)c1
  / | / | / | -4 | 38 | -31 | / | 3
#26 Cc1ccccc1-c1cnc2c(c1)C(=O)N([C@H](C)CO)C[C@H](C)[C@@H](CN(C)Cc1ccccc1F)O2
  1 | 53 | 3 | 10 | / | -11 | -12 | 3
#27 O=C(O)CP(=O)(c1ccccc1)c1ccccc1
  4 | 8 | -8 | 6 | / | 0 | -7 | -8
#28 CC(C)CC#Cc1ccc2c(c1)O[C@H](CN(C)Cc1ccc3c(c1)OCO3)[C@@H](C)CN([C@@H](C)CO)S2(=O)=O
  -1 | 19 | -55 | 14 | / | -15 | 32 | -3
#29 OC(CNCc1ccccc1)(c1ccc(F)cc1)c1ccc(F)cc1
  5 | -1 | -3 | -8 | -25 | / | -4 | /
#30 Cc1ccccc1NC(=O)c1cccc(C(F)(F)F)c1
  1 | -2 | -2 | 0 | -7 | 1 | 3 | 5
#31 Cc1cc(/C=N/NC(=O)COc2cccc3cccnc23)c(C)n1-c1ccc(O)cc1
  / | / | / | -18 | 8 | -9 | / | -19
#32 COc1ccc(CN(C)C(=O)c2cccc(S(=O)(=O)N3CCCc4ccccc43)c2)c(OC)c1OC
  -1 | 1 | -6 | -1 | 26 | -53 | / | 3
#33 Cc1cc(C(=O)CCC(=O)Nc2ncccc2C)c(C)s1
  -2 | -1 | -3 | -4 | 1 | 2 | / | -3
#34 CN(CC(=O)Nc1c(Cl)cccc1Cl)C(=O)Cn1[nH]c(=O)c2ccccc2c1=O
  1 | -3 | -2 | / | 12 | 33 | -6 | -4
#35 C[C@@H]1CN([C@@H](C)CO)C(=O)c2cc(NS(=O)(=O)c3ccc(Cl)cc3)ccc2O[C@@H](C)CCCCO[C@@H]1CN(C)Cc1ccc2c(c1)OCO2
  17 | -8 | / | 13 | 71* | -22 | -2 | -22
#36 O=C1CC(N2C(=O)/C(=C/C=C/c3ccccc3)SC2=S)C(=O)N1c1ccccc1 (stereo not drawn)
  / | / | / | -10 | -8 | -8 | / | 1
#37 CCNC(=O)Nc1cc2nc(C)n(Cc3ccc(Br)cc3)c2nc1C
  -3 | -1 | 8 | 9 | / | -1 | 5 | 15
#38 COc1ccc(CN2C(=O)C(C)Nc3ncnc(N4CCN(c5ccccc5)CC4)c32)cc1 (stereo not drawn)
  -9&5 | -2&2 | 6&11 | -10 | -9&1 | 6&-5 | -9&5 | 8&-14
#39 C[C@H]1CN([C@@H](C)CO)C(=O)CCCn2cc(nn2)CO[C@@H]1CN(C)C(=O)Nc1ccc(N2CCN(C)CC2)cc1
  2&1 | 1&-1 | 2&15 | 4 | -1&9 | 17&6 | -8 | -9&8
#40 O=c1[nH]cccc1-c1nc2cc(Cl)ccc2n1Cc1ccccc1
  -4 | 0 | 11 | -1 | 10 | 4 | -2 | 1
#41 O=C(COc1ccc(Br)cc1)N1CCN(c2ccc([N+](=O)[O-])c(N3CCCCC3)c2)CC1
  12 | 0 | / | -1 | 11 | -16 | / | 3
#42 Cc1cccc(OC2CCN(Cc3c(C(=O)N4CCCC4)nc4ccccn34)CC2)c1
  / | / | / | 0 | -7 | -4 | / | -35
#43 COc1ccc2c(=O)c(-c3cnn(-c4ccccc4)c3)c(C)oc2c1
  -2 | -3 | / | 6 | / | -18 | -9 | -13
#44 Cc1c(C)c2c(OCC(=O)NCc3ccco3)cc3c(c2oc1=O)CCC(C)(C)O3
  -1 | 6 | -34 | -14 | / | 6 | -4 | 14
#45 Oc1ccc(/C=N/n2c(-c3ccco3)csc2=Nc2cccnc2)c(O)c1
  1 | -1 | 27 | 64* | / | -13 | 7 | 30
#46 NC(=O)c1nsc(C(=O)N(CC(=O)NC2CCCCC2)c2ccc(Cl)cc2)c1N
  5 | -2 | 7 | -4 | 18 | 5 | / | 3
#47 COc1cc(OC)c(NS(=O)(=O)c2cn(C)cn2)cc1Cl
  -2 | -1 | 7 | 2 | -18 | 9 | 2 | 8
#48 Cn1cnc(S(=O)(=O)N2CCCCN3[C@H](CO)[C@H](c4ccc(-c5cccc(F)c5)cc4)[C@H]3C2)c1
  -2 | 2 | -8 | 4 | 3 | -19 | -2 | -22
#49 Cc1nn(Cc2c(F)c(F)c(F)c(F)c2F)c(C)c1NC(=O)c1ccc(COc2ccc(Cl)cc2Cl)o1
  / | / | / | -1 | 41 | -43 | / | 14
#50 Cc1nc(Nc2cc(F)ccc2C)c2nnn(Cc3ccccc3)c2n1
  -6 | -2 | 27 | -6 | 20 | -15 | / | -11
#51 CN(Cc1cc2ccccc2[nH]c1=O)C(=O)COc1ccccc1
  / | / | / | -2 | -14 | 0 | 5 | -1
#52 COCCNC(=O)C[C@@H]1C[C@H]2c3cc(NC(=O)Nc4ccc(C(F)(F)F)cc4)ccc3O[C@H]2[C@H](CO)O1
  2 | 48 | -1 | 30 | 91* | -2 | 1 | -10
#53 COc1ccccc1OCc1nc2ccccc2s1
  10 | -20 | -10 | 16 | / | / | 1 | /
#54 CC(C)NC(=O)Nc1ccc2c(c1)C(=O)N([C@H](C)CO)C[C@H](C)[C@H](CN(C)S(=O)(=O)c1ccc(F)cc1)OCCCC[C@@H](C)O2
  -1 | -3 | / | -4 | -6 | 24 | 1 | -3
#55 COc1ccc(OCCN(C)Cc2c(O)ccc3ccccc23)cc1
  5 | -4 | 7 | -4 | 62* | -31 | -13 | -3
#56 O=[N+]([O-])c1ccccc1N=Nc1ccc(O)cc1
  / | / | / | 19 | -61 | -5 | / | -41
#57 COCC#Cc1ccc2c(c1)O[C@H](CN(C)S(=O)(=O)c1ccc(C)cc1)[C@@H](C)CN([C@@H](C)CO)S2(=O)=O
  -3 | -4 | -15 | 1 | / | -12 | 1 | -12
#58 O=C(COc1ccc(-c2nnco2)cc1)N1CCOCC1
  -1 | 2 | 0 | -3 | 4 | 7 | 9 | 21
#59 CCCC1Cc2c(sc(N)c2C#N)CO1 (stereo not drawn)
  2 | 2 | 25 | 6 | -11 | -25 | 4 | 13
#60 CC(Cc1cccs1)N(Cc1ccc(Cl)cc1)C(=O)c1ccncc1 (stereo not drawn)
  -4 | -1 | 2 | 5 | -21 | -5 | 3 | 1
#61 COc1ccc(N2C(=O)CCC(C(C)=O)=C2C)cc1
  8 | 2 | 4 | 1 | / | / | / | /
#62 CCN(CC(=O)Nc1ccc(NC(C)=O)cc1)C(=O)c1ccc(N2CCC(C)CC2)c([N+](=O)[O-])c1
  6 | -1 | -9 | 5 | 14 | -45 | 4 | 2
#63 C[C@@H]1CN([C@H](C)CO)C(=O)Cc2cc(NC(=O)C3CC3)ccc2O[C@@H]1CN(C)Cc1ccc(C(F)(F)F)cc1
  -2 | -10 | -25 | -3 | 39 | -11 | -11 | -1
#64 COc1ccc(C2NC(=O)CCC2[N+](=O)[O-])cc1 (stereo not drawn)
  -2 | 6 | 5 | 1 | 4 | 3 | 4 | -15
